# DNMT1 inh: human DNMT1 methyltransferase inhibitors, primary screen, biochemical, molecular beacon, fluorescence, HinP1I cleavage, uHTS; AID 588458, 2011; inhibition (reported as % activation of signal), % at 10 µM; 360,000 compounds, 0.83% hits; DNA (cytosine-5)-methyltransferase 1 (Homo sapiens), P26358; in the data active means inhibition above about 50%
# SUMO1 PPI mod: modulators of SUMO1 protein-protein interactions, primary screen, biochemical, uHTS | Small ubiquitin-related modifier 1 (Homo sapiens), P63165 | 360,000 compounds, 0.33% hits | SUMO1 binding to a labelled peptide, TR-FRET, 1 h | inhibition, % at 20 µM; in the data active means inhibition above about 37%
# CSN inh: inhibitors of CSN-mediated cullin deneddylation, primary screen, biochemical, fluorescence polarization, uHTS; AID 651999, 2013; inhibition, % at 12.5 µM; Purified CSN, SCF-Nedd8-OG deneddylation; 360,000 compounds, 0.38% hits; COP9 signalosome complex subunit 5 (Homo sapiens), Q92905;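 active means pattern-corrected inhibition above about 35%, with an unprinted fluorescence ratio check between 0.5 and 1.5, limit read from the data, passing the limit was not always enough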;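 further: 0% = enzyme with substrate and 100% = substrate without enzyme; some results filed as inactive read as strong as hits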
# Target sequence (Q92905 whole entry, looked up, one chain of several): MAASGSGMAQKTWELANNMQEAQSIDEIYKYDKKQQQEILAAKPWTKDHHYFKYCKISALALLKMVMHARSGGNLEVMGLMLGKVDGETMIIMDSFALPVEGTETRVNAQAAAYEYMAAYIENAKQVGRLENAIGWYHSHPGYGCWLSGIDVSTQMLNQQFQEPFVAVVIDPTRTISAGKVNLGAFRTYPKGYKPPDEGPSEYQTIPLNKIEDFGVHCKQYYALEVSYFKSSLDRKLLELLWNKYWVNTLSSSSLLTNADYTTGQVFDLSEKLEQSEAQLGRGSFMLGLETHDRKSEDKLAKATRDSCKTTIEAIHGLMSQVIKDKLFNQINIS
#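 Material: human Csn5 produced in HEK293T cells; Input: enzyme 0.24 nM; Reagent: SCFSkp2-Nedd8OG substrate at 10 nM final; Dosing: 12.5 µM compound; Incubation: 90 min reaction at room temperature; Detection: fluorescence polarization of the substrate; Evaluation: % inhibition of substrate cleavage by Csn5; Control set: substrate-only high control, full reaction low control.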
# Rin1 Abl inh: inhibitors of Rin1-Abl protein binding, primary screen, biochemical, TR-FRET. inhibition, % at 7.35 µM. 360,000 compounds, 0.4% hits; in the data active means inhibition above about 5%, passing the limit was not always enough
# Rpn11 block: Rpn11 (PSMD14) deubiquitinase inhibitors, primary screen, biochemical, fluorescence polarization, uHTS. 26S proteasome non-ATPase regulatory subunit 14 (Homo sapiens), O00487. human 26S proteasome, Ub4-pepOG fluorescence polarization; 20S core pre-blocked with epoxomicin. calls only at 20 µM. 360,000 compounds, 0.59% hits. AID 588493, 2011;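 active means inhibition at 20 µM, scaled to each plate's controls, above about 33%, limit read from the data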
# Target sequence (O00487 whole entry, looked up): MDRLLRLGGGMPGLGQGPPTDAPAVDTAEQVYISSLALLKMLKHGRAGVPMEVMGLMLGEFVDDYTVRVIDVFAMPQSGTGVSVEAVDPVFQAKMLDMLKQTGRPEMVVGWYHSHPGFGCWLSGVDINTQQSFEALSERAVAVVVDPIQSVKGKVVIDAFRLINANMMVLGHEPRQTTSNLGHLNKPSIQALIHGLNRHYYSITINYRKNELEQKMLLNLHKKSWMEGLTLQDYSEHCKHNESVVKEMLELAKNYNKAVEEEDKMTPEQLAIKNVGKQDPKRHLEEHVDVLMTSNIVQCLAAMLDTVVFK
# NadD block: inhibitors of S. aureus NadD, primary screen, biochemical, colorimetric, uHTS. purified NadD enzyme, colorimetric absorbance read-out. 360,000 compounds, 0.78% hits. inhibition, % at 20 µM; in the data active means inhibition above about 26%; further: some compounds past the cut are filed as inactive
# Neddyl block: inhibitors of cullin neddylation, primary screen, biochemical, TR-FRET, uHTS, NAE and Ubc12 | NEDD8-conjugating enzyme Ubc12 (Homo sapiens) + NEDD8-activating enzyme E1 regulatory … | calls only at 25 µM | 360,000 compounds, 0.58% hits | AID 651699, 2012; in the data active means inhibition above about 36%
# STEP inh: STEP phosphatase inhibitors, primary screen, biochemical, fluorescence intensity, uHTS | Tyrosine-protein phosphatase non-receptor type 5 (Homo sapiens), P54829 | recombinant STEP, OMFP fluorogenic substrate | inhibition, % at 20 µM | 360,000 compounds, 0.25% hits | AID 588621, 2011;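 active means inhibition at 20 µM, scaled per plate between control wells, above about 37%, limit read from the data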;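 further: 0% = DMSO with enzyme and substrate and 100% = substrate only without enzyme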
#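 Measure: Control-normalized % inhibition with plate pattern correction | Test system: STEP phosphatase, cell-free reaction | Medium: pH 6.0 Bis-Tris with DTT and Tween 20 | Technique: Fluorescence, 480/540 nm | Times: Reaction 20 min, ambient temperature | Doses: Single compound dose of 20 µM, 1% DMSO final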
# Scp1 inh: Scp-1 phosphatase inhibitors, primary screen, biochemical, colorimetric, uHTS; Recombinant Scp1, phosphopeptide, malachite green phosphate absorbance; 340,000 compounds, 0.88% hits; inhibition, % at 20 µM; Carboxy-terminal domain RNA polymerase II polypeptide A small phosphatase 1 (Homo …;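 active means inhibition above about 50% at 20 µM, limit read from the data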;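 further: plate controls were DMSO wells with enzyme for no effect and wells lacking enzyme for full effect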
# Target sequence (Q9GZU7 76-261 limits assumed): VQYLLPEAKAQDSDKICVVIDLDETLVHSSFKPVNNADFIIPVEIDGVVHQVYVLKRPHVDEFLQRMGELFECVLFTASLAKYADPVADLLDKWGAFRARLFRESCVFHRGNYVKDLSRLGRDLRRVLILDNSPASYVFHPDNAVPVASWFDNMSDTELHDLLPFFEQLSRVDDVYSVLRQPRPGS
#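 Test system: SCP-1 phosphatase catalytic domain, residues 76-261 | Compound dosing: One concentration, 20 µM, with 1.0% DMSO | Schedule: 45 min room-temperature reaction, 5 min colour, 30 min stabiliser | Detection: Absorbance at 630 nm | Read-out basis: % inhibition of SCP-1 phosphate liberation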
# LMPTP inh: LMPTP phosphatase inhibitors, primary screen, biochemical, fluorescence intensity, uHTS; Low molecular weight phosphotyrosine protein phosphatase (Homo sapiens), P24666; inhibition, % at 20 µM; 360,000 compounds, 0.22% hits; recombinant LMPTP-A, OMFP fluorogenic substrate; AID 651560, 2012;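 active means compounds that cut the enzyme signal by at least half of the control window in the single-dose screen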;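 further: plate controls were DMSO wells with enzyme plus substrate for no effect and substrate without enzyme for full effect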
# Target sequence (P24666 whole entry, looked up): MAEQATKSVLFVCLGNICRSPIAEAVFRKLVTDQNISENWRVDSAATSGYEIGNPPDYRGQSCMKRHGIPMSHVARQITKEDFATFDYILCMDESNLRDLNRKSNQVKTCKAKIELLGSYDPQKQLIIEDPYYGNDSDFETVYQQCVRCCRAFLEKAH
#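 Test system – LMPTP-A enzyme · Amount – LMPTP-A at 0.625 nM final in the reaction · Buffer or medium – Bis-Tris pH 6.0, DTT, detergent · Reagent – OMFP 400 µM · Doses – single 20 µM dose · Schedule – reaction 50 min, room temperature, dark · Detection – fluorescence intensity of OMFP turnover product · Evaluation – percent inhibition versus substrate-only and uninhibited controls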
# An asterisk follows results filed as active; i = inactive; . = no result given; + = active, no number.
# Value order – DNMT1 inh, SUMO1 PPI mod, CSN inh, Rin1 Abl inh, Rpn11 block, NadD block, Neddyl block, STEP inh, Scp1 inh, LMPTP inh
- Cc1cc(C)n2nc(C(=O)Nc3ccc(S(=O)(=O)N(C)C)cc3)nc2n1
 : 1, 5, -1, -1, i, -5, i, -3, -11, -1.4
- NC(=O)CSc1nnc(-c2ccc(O)cc2)n1Cc1ccco1
 : 4, -6, 2, -1, i, -5, i, 0, -2, -2.0
- COc1ccc(OC)c(-n2c(C)nc3cc(C(=O)O)ccc32)c1
 : -2, -1, -3, 0, i, 4, i, 1, -4, -1.3
- COc1ccc(S(=O)(=O)Nc2ccc(S(=O)(=O)Nc3nccs3)cc2)cc1
 : 1, -3, 1, -2, i, 4, i, 1, -1, -0.5
- C[n+]1ccccc1/C=C1\Sc2ccccc2N1CCO
 : 0, -12, -2, -5, i, 13, i, -1, 19, 5.7
- CN(CC(=O)Nc1cccc(F)c1)C(=O)c1ccccc1Sc1ccccc1C#N
 : -5, 4, 2, -1, i, -10, i, 2, -10, 0.5
- CC(C)=CC(=O)Nc1nnc(-c2cccnc2)s1
 : -2, 3, -2, -6, i, 5, i, 0, -3, 0.0
- Cc1cc(Br)ccc1NC(=O)CCS(=O)(=O)c1cccc2nonc12
 : 3, -5, 0, 1, i, -3, i, 1, -1, 0.7
- O=c1c2c3c(sc2nc2n1CCC2)CCCCC3
 : 1, -1, 11, -4, i, -7, i, 1, -6, 0.1
- O=C(Nc1cccc([N+](=O)[O-])c1)C1COc2ccccc2O1 (centres undefined)
 : 0, -26, 3, -3, i, -9, i, -1, -5, -1.8
- COCCn1c(C)cc(C(=O)CSc2nc(C)cc(C)c2C#N)c1C
 : -2, -1, 1, -4, i, 3, i, 0, -13, 0.2
- Oc1ccc2ccc3cccc[n+]3c2c1
 : 59*, -30, -68, -21, i, 5, i, -10, 12, -1.1
- COc1cc(OC)c(C2=NOC(C(=O)N3CCc4ccccc4C3)C2)cc1Cl (centres undefined)
 : -5, 3, -5, -4, i, -9, i, -1, -4, 2.4
- COC(=O)Cn1c(=O)c2c(n(Cc3ccccc3)c1=O)N/C(=C/c1ccc(OC)cc1)C2=O
 : -5, -7, 0, -3, i, 9, ., -3, 14, -0.3
- COc1cccc(C2C3=C(CC(C)(C)CC3=O)Nc3cc(OC)c(OC)cc32)c1 (centres undefined)
 : -2, -1, 2, -1, i, -1, ., -4, -9, -0.5
- COc1ccc(NC(=O)C=C(C)C)cc1Cl
 : 5, 6, 0, 3, i, 5, i, -3, -11, -1.1
- COc1ccc(OC)c(S(=O)(=O)N2CCCC(C(=O)NC3CC3)C2)c1 (centres undefined)
 : 2, 23, -2, 2, i, 7, i, -3, -8, -1.0
- Cc1ccc(C2C3=C(CC(C)(C)CC3=O)Nc3[nH]c(=S)[nH]c(=O)c32)cc1 (centres undefined)
 : 3, 7, -2, 1, i, 8, i, 6, 22, 0.0
- CCc1ccc(N(CC)C(=O)c2ccc3c(Cl)c4c(nc3c2)CCC4)cc1
 : -6, -1, 2, 0, i, 0, i, 4, 12, 4.6
- COc1cccc(C(=O)N2CCN(C(=O)Cc3ccccc3)CC2)c1
 : -1, 3, 0, 3, i, 0, i, 1, -4, -0.6
- CCCOc1c(Br)cc(C2C3=C(CCCC3=O)N(C)C3=C2C(=O)CCC3)cc1OC
 : 4, -4, -1, 0, i, 1, ., -1, -5, 0.1
- COc1ccccc1NC(=O)Cn1c([N+](=O)[O-])cnc1C
 : 2, -1, 0, -1, i, -5, i, -4, -2, -2.5
- COc1ccc(C(=O)NCCc2ccccc2)cc1[N+](=O)[O-]
 : 1, -17, -1, 0, i, 2, i, 7, -18, 0.2
- COc1ccc(S(=O)(=O)NCCC(=O)N2CCCC2)cc1N(C)S(C)(=O)=O
 : -2, 4, -3, 3, i, 4, i, 1, -3, 1.7
- CCOC(=O)CSc1nc(NCc2ccco2)c2ccccc2n1
 : -3, 3, 2, 0, i, -8, i, 13, -4, 0.3
- Cc1nc(C)c(-c2ccn(C(=O)NC(C)C)n2)s1
 : -1, 2, 4, -3, i, -9, i, 4, -13, -1.0
- O=[N+]([O-])c1cc(/C=N/N2CCN(C3c4ccccc4-c4ccccc43)CC2)ccc1Cl
 : 6, -3, 3, 1, i, 13, i, -2, 7, 0.9
- Cc1ccc(-n2c(C)cc(C3N=C(N)Nc4nc5ccccc5n43)c2C)c(C)c1 (centres undefined)
 : -2, 5, 6, 1, i, 7, i, 2, 26, 8.8
- CO/N=C/C(c1ccc(Cl)nc1)S(=O)(=O)c1ccccc1 (centres undefined)
 : 1, -3, 3, 2, i, -6, i, -1, -4, -0.8
- Oc1ccc2ccccc2c1/C=N/n1cnnc1
 : -5, -8, 7, -1, i, -5, i, -3, -16, -1.5
- COc1ccc(NC2=NCC(Cc3ccc(Br)cc3)S2)cc1 (centres undefined)
 : -9, 1, 1, 2, i, -4, i, 8, -3, 5.6
- COc1cccc(-c2sc3ccc(OC)cc3c2-c2ccc(OCCN3CCOCC3)cc2)c1
 : -25, 3, -4, -2, i, -4, i, -1, -2, 2.5
- CN(Cc1cccs1)C(=O)c1cc(S(=O)(=O)N2CCOCC2)ccc1F
 : -1, 4, -3, -1, i, -3, i, -2, -8, -1.1
- COc1ccc(Br)cc1CN(C)CC(=O)NCCc1ccc(S(N)(=O)=O)cc1
 : -2, 3, 6, -1, i, -14, i, -2, -4, 1.4
- CCOc1ccc(C(O)(CCC(C)C)C(CN2CCOCC2)c2ccccc2)cc1 (centres undefined)
 : 0, 2, 1, -1, i, -7, i, -2, -12, -0.3
- O=C(Nc1ccccc1C(=O)NCCCN1CCOCC1)c1ccccc1
 : 1, 3, 0, 0, i, -1, i, -1, -7, -0.9
- O=C(NCCCO)/C(=C\c1cn(-c2ccccc2)nc1-c1cccnc1)NC(=O)c1ccccc1
 : -1, 2, 3, 5, i, 2, i, 1, 1, -0.4
- COc1ccc(C2SCCN2S(=O)(=O)c2ccc(F)cc2)cc1OC (centres undefined)
 : 0, 2, 9, 0, i, 2, i, 2, -11, -0.3
- O=C(NC1CCN(S(=O)(=O)c2ccc(Cl)cc2)CC1)C1CCCCC1
 : 5, 5, -4, 2, i, -5, i, -2, -10, 0.5
- Cc1ccc(Cc2nnc3n(-c4cccc(C)c4)nc(C(=O)c4ccccc4)n3c2=O)cc1
 : 7, -9, -6, 4, i, 8, i, 0, -13, 4.4

# Only CSN inh (2 entries from above):
canonical_smiles	CSN inh
O=C(Nc1ccccc1C(=O)NCCCN1CCOCC1)c1ccccc1	0
O=C(NCCCO)/C(=C\c1cn(-c2ccccc2)nc1-c1cccnc1)NC(=O)c1ccccc1	3

# (more compounds)
# Value order – DNMT1 inh, SUMO1 PPI mod, CSN inh, Rin1 Abl inh, Rpn11 block, NadD block, Neddyl block, STEP inh, Scp1 inh, LMPTP inh
- C/C(=N\Nc1cccc([N+](=O)[O-])c1)c1cc2ccccc2o1
 : 1, -4, 3, -2, i, -10, i, -3, -9, 1.9
- N#Cc1ccccc1S(=O)(=O)N1CCN(C(=O)CN2CCCC2c2cccs2)CC1 (centres undefined)
 : -6, -1, 3, 2, i, 9, i, -3, -2, 2.6
- COC(CNC(=O)c1cn(C)c2ccc(S(=O)(=O)N(C)C3CCCCC3)cc2c1=O)OC
 : 1, 1, -1, 4, i, 6, i, -2, 5, 0.4
- CNC(=O)c1ccc(C)c(NC(=O)C2=C(C)OCCS2)c1
 : 0, -1, -9, -2, i, -6, i, 1, -7, -0.1
- CC(C)C(=O)NNC(=O)CSc1nnnn1C(C)C
 : 7, -4, -5, 2, i, -6, i, -2, -6, -0.7
- CN(C)S(=O)(=O)c1cccc(NC(=O)c2cc3c(=O)n4ccccc4nc3s2)c1
 : 5, 32, 0, -3, +, 2, +, -2, 0, -1.3
- C=CCNc1ncnc2c1ncn2C1OC(CO)C(O)C1O (centres undefined)
 : -3, 2, 2, -4, i, -2, i, 1, -6, -2.5
- Nc1ccc(C(=O)Nc2cccc(NC(=O)c3ccc(N)cc3)c2)cc1
 : 4, 6, 0, 0, i, -9, i, 0, -5, 0.2
- CCC(=O)Nc1nonc1-c1nc2ccccc2n1CCC(C)C
 : 1, -2, 1, -3, i, -2, i, 5, -7, 0.9
- NNC(=O)c1ccc2ccccc2n1
 : 0, -1, -3, 0, i, 3, i, 1, 5, 0.4
- CCC(CC)C(=O)NN(C(=O)c1ccncc1)C1CC(=O)N(c2ccccc2)C1=O (centres undefined)
 : 1, 4, 7, 2, i, -3, i, 1, -8, -1.1
- COc1ccc(S(=O)(=O)Nc2ccc3c(c2)CC(=O)N([C@@H](C)CO)C[C@H](C)[C@@H](CN(C)S(=O)(=O)c2ccc(F)cc2)O3)cc1
 : -3, 7, 1, 3, i, -4, i, 0, 5, -0.8
- COc1ccc(CCNC(=O)C(=O)c2c[nH]c3ccccc23)cc1OC
 : 0, -7, 5, 0, i, -3, i, -1, -11, -1.1
- CC(C)[C@H](NC(=O)OCc1ccccc1)C(=O)OCC(=O)Nc1ccc(N2CCOCC2)cc1
 : -1, 0, 1, -1, i, -1, i, 2, 5, -0.3
- CC(=O)NC(c1ccco1)c1cc(F)c2cccnc2c1O (centres undefined)
 : 3, -5, -3, 11, i, 1, i, 3, -1, 3.6
- Cc1ccc2c(=O)c(C(=O)NCc3cccs3)c[nH]c2c1
 : 3, -2, -2, -2, i, -4, i, -2, 10, 0.0
- Cc1cccc(N(C)c2ccc3cc(S(=O)(=O)N4CCCC4)ccc3n2)c1
 : -1, -25, -2, -1, i, 3, i, 1, 1, 4.4
- COc1cc(OC)c(C2CC(=O)N3CN(c4ccc(C)cc4)CSC3=C2C#N)cc1OC (centres undefined)
 : -13, 5, 5, 0, i, 24, i, 1, -7, 5.2
- Cc1cccnc1NC(=O)c1c(O)c2ccccc2n(C)c1=O
 : 4, 3, 3, -1, i, 1, i, -1, -8, 0.8
- CCOC(=O)c1cccc(NC(=O)Nc2ccc(OCC)cc2)c1
 : 1, -2, -4, 0, i, -6, i, -1, -6, 2.4
- O=C(NCc1ccc(F)cc1)c1cc(S(=O)(=O)N2CCCCC2)ccc1Cl
 : 1, -2, -1, 0, i, -8, i, 0, -5, -0.7
